GalR3 antag: GalR3 antagonists in HEK293 cells, primary screen, cell-based, fluorescence readout | HEK293 GalR3-CNG cAMP membrane potential fluorescence; galR3 body fused to GalR1 C-terminus | 0.44% of 360,000 active | inhibition, % at 3 µM | Galanin receptor type 3 (Homo sapiens), O60755;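 active means inhibition above the screen-wide average plus 3 SD, cut at about 13% in these data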;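 further: forskolin and galanin both at EC90 stimulate the cells; cAMP rise reported by CNG channel membrane potential dye signal; 0% = forskolin plus galanin with DMSO and 100% = forskolin alone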
Target sequence (O60755 1-299 limits assumed): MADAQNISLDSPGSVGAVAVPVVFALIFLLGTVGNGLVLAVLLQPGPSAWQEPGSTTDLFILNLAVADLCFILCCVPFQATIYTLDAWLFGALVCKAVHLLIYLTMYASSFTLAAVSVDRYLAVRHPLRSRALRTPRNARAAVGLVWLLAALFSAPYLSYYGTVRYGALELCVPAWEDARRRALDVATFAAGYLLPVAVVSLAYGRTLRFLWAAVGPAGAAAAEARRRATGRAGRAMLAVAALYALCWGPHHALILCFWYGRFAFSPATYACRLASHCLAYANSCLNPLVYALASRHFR
* hit, by the source's call. A portion of the library; count on the stated rates, not on these rows.

entry	compound	GalR3 antag
1	CC(C)NC(=O)C1(C)CCN1C(=O)C1(c2ccccc2)CCCC1 (centres undefined)	-8
2	COC(=O)[C@]12CCCCC=C1N(Cc1ccc(Cl)cc1Cl)C(=O)[C@H](CC(=O)NCC1CCCCC1)C2	-8
3	Cc1cccc(CNC(=O)c2sc(=O)n(Cc3ccc(S(C)(=O)=O)cc3)c2C)c1	-2
4	CC(=O)c1cccc(-c2ccnc3c2CC(C(=O)Nc2cccc(C(F)(F)F)c2)O3)c1 (centres undefined)	-10
5	CCCS(=O)(=O)NC(=O)C1(C)CCCN(C(=O)c2cc(C)n(C(C)(C)C)n2)C1 (centres undefined)	-7
6	Cn1nc(C(C)(C)C)cc1C(=O)N1CCCCC1c1cc(C(=O)Nc2ccccc2)no1 (centres undefined)	-10
7	COc1cccc(C(C)(O)c2nc(-c3cccc(C(=O)O)c3)cs2)c1 (centres undefined)	-3
8	CCc1c(-c2cccc(F)c2)ncn1CCc1ccccc1OC	-1
9	C=CCC(NC(=O)N(C)C)(C(=O)OC)C(C)O (centres undefined)	-5
10	CCc1nc2ccc(C(=O)NCCC(C)C)cn2c1N(C)Cc1nccs1	-4
11	CC1(C(=O)Nc2cnc3ccccc3c2)CCN1C(=O)CCc1ccccc1 (centres undefined)	-7
12	COc1cccc(CNC(=O)[C@H]2CCCN2C(=O)[C@H]2CCCN2)c1	-8
13	Cc1cnc(CNC(=O)c2csc([C@H]3C[C@H](O)[C@@H](CO)O3)n2)cn1	-4
14	CC(=O)c1ccc(OCc2nnn(CC(=O)O)c2-c2ccccc2)cc1	-3
15	COC(=O)C1=C(C)N(C)C(=NCc2ccc(C(F)(F)F)cc2)NC1c1ccc(Cl)cc1 (centres undefined)	-9
16	COC(=O)C1=CN(c2cccc(OCc3ccccc3)c2)C(N)=C(C#N)C1c1ccccc1 (centres undefined)	-6
17	O=C1NC[C@H](CCCCN2C[C@H](Cc3ccccc3)N(Cc3ccccc3)C(=O)C2=O)N(CCC2CCCCC2)C1=O	-3
18	Cc1cccc(NC(=O)Nc2nnc([C@@H]3C[C@H](O)[C@@H](CO)O3)s2)c1	-4
19	CCc1nc2ccc(C(=O)NCCCN3CCCC3=O)cn2c1N(C)CCC(C)C	-7
20	CCc1ccc(C(O)c2ncc(-c3ccc(C)cc3)[nH]2)cc1 (centres undefined)	-1
21	COCCNC(=O)C1CCCN(C(=O)/C=C/c2ccccc2)CC1 (centres undefined)	-7
22	CCNC(=O)N1CCN(c2ccc(N3CCN(Cc4ccccc4)[C@@H](C)C3)c(C)c2)[C@H](C)C1	-4
23	COC(=O)[C@]12C[C@H](CC(=O)N3CCSCC3)C(=O)N(Cc3ccccc3)C1=C[C@H](C(C)C)O[C@@H]2C1CC1	-5
24	CSCCC(C(=O)Nc1c(C)cccc1C)n1c(-c2cc(C)cs2)nc2ccccc21 (centres undefined)	-6
25	CCCNC(=O)C1(C)CCCN(Cc2ccc(C#N)cc2)C1 (centres undefined)	-5
26	OC(c1ccc(F)c(F)c1)c1nc(-c2ccc3ccccc3c2)cs1 (centres undefined)	0
27	Cn1c(=O)c2cc(NC(=O)NCCc3cccs3)ccc2n1Cc1ccccc1	-5
28	CC1(C(=O)NC2CCc3ccccc32)CCN1CCc1ccccc1 (centres undefined)	-9
29	COC(=O)C1=C(C)N(Cc2ccc(F)cc2)C(=S)NC1c1ccc(F)cc1 (centres undefined)	-7
30	CCOc1ccc(CCN2C(=O)C(=O)N([C@@H](Cc3ccccc3)CN3CCC[C@H]3CN3C(=O)C(=O)NC[C@@H]3Cc3ccccc3)C[C@@H]2Cc2ccccc2)cc1	-8
31	CC(=O)Nc1cccc(-c2csc(C(C)(NC(C)=O)c3ccccc3)n2)c1 (centres undefined)	-5
32	c1csc(CNc2nc(Oc3ccncc3)c3sccc3n2)c1	-5
33	CC1(C(=O)Nc2ccccc2Br)CCN1C(=O)Cc1ccc(Cl)cc1Cl (centres undefined)	-7
34	CCC(=O)N1CCC1(C)C(=O)Nc1cnc2ccccc2c1 (centres undefined)	-7
35	CCCS(=O)(=O)NC(=O)C1(C)CCCN(C(=O)c2cc(-c3ccccc3)cs2)C1 (centres undefined)	-4
36	CCCS(=O)(=O)NC(=O)C1(C)CCCN(C(=O)COCc2ccccc2)C1 (centres undefined)	-3
37	Cc1noc(C)c1-c1ccc(C(=O)Nc2ccc(C(C)C)cc2)c2occc12	-9
38	C[C@@H](c1ccccc1)N1C[C@H](COCc2ccccc2)Oc2cc(N3CCC[C@H]3C(N)=O)ccc2S1(=O)=O	-3
39	CCOC(=O)C1C(C)C(C(C)(C)C)N(S(=O)(=O)c2ccc(C)cc2)C1c1ccccc1 (centres undefined)	-2
40	CC(=O)Nc1ccc(NC(=O)c2cc(-c3ccc(F)cc3C)n[nH]2)cc1	-7

A second format for part of the listing above:
25. CCCNC(=O)C1(C)CCCN(Cc2ccc(C#N)cc2)C1 (centres undefined)
  GalR3 antag = -5

26. OC(c1ccc(F)c(F)c1)c1nc(-c2ccc3ccccc3c2)cs1 (centres undefined)
  GalR3 antag = 0

27. Cn1c(=O)c2cc(NC(=O)NCCc3cccs3)ccc2n1Cc1ccccc1
  GalR3 antag = -5

28. CC1(C(=O)NC2CCc3ccccc32)CCN1CCc1ccccc1 (centres undefined)
  GalR3 antag = -9

Next section
entry	compound	GalR3 antag
41	COCCNC(=O)c1ccc(-c2cn[nH]c2)c2ccoc12	-6
42	COc1ccc(OC)c(CC(=O)Nc2ccc3c(c2)c(=O)n(C)n3Cc2cccc(C(F)(F)F)c2)c1	-6
43	Cc1noc(C)c1S(=O)(=O)NC(=O)C1(C)CCN1C(=O)C1(c2ccc(Cl)cc2)CCC1 (centres undefined)	6
44	CN1CCN(c2ccc(CNC(=O)C3Cc4c(-c5ccc6c(c5)OCO6)ccnc4O3)cc2)CC1 (centres undefined)	-2
45	O=C(C(=O)N1CCN(C(=O)c2ccco2)CC1)c1ccccc1	-6
46	CCCCC[C@H](C)N1C[C@@H](COCc2ccccc2)Oc2cc(N3CC[C@H](N(C)C)C3)ccc2S1(=O)=O	-8
47	COc1ccc(NC(=O)C2(C)Cc3c(-c4ccc5c(c4)OCO5)ccnc3O2)cn1 (centres undefined)	7
48	CCOC1=C2[C@H](c3cccc(Cl)c3)N(S(=O)(=O)c3ccc(C)cc3)C[C@H]2n2c(=O)n(-c3ccccc3)c(=O)n2C1	2
49	CCOC(=O)C(=O)N(C)c1c(CC)nc2c(OCc3ccc(Cl)cc3)cccn12	-4
50	C=CCNc1nc2cc(-c3ccc(C(=O)N4CCOCC4)cc3)sc2c(=O)n1C	-7
51	CCCCNC(=O)Cn1nnc(-c2ccccc2)c1COc1ccc(C(C)=O)cc1	-4
52	CC(=O)Nc1c([N+](=O)[O-])cc2c3c(cccc13)CC2	2
53	CC1(C(=O)NCc2cccc3ccccc23)CCN1C(=O)C1(c2ccccc2)CC1 (centres undefined)	-5
54	CC1(C(=O)Nc2ccccc2Cc2ccccc2)CCN1Cc1ccccc1Cl (centres undefined)	-6
55	O=C(O)CCCC[n+]1ccccc1	-7
56	COC(=O)CCCn1cc(CN2CC(N3CCCC3)CS2(=O)=O)nn1 (centres undefined)	-4
57	O=C1NC[C@@H](CCCCN2CCN(CC3CCCCC3)C(=O)C2=O)N(Cc2ccccc2)C1=O	-5
58	CCCCNC(=O)C1c2ccccc2OCC(=O)N1Cc1ccccc1 (centres undefined)	-5
59	COc1ccccc1CNC(=O)c1cc(-c2ccc(F)cc2C)n[nH]1	-7
60	CCCCC[C@@H]1C=C(C(=O)OCC)[C@H](c2ccccc2)N1S(=O)(=O)c1ccc(C)cc1	1
61	O=C(C(=O)N1CCC(CNS(=O)(=O)c2ccc(F)cc2)CC1)c1cccs1	-6
62	O=C(/C=C/[C@H]1O[C@@H](n2cnc3c(NC(=O)c4ccccc4)ncnc32)[C@H](O)[C@@H]1O)NCCCN1CCCC1=O	-5
63	CC(=O)Oc1ccccc1Cn1c(C)c(C(=O)NCc2ccc(F)cc2)sc1=O	0
64	Cc1cccc(C)c1NC(=O)C1c2ccccc2OCC(=O)N1Cc1ccco1 (centres undefined)	-6
65	Cc1c(C(=O)NCc2ccc(F)cc2)sc(=O)n1Cc1ccccc1	-1
66	COC(=O)[C@@]12C[C@@H](CC(=O)NCc3ccc(OC)c(OC)c3)C(=O)N(CCc3ccc(OC)c(OC)c3)C1=CCC(C)(C)C2	3
67	COc1ccc(CNC(=O)c2cn(Cc3ccccc3F)c(=O)s2)cc1	2
68	COc1ccc(C(N)c2csc(Nc3nncc4ccccc34)n2)cc1 (centres undefined)	-8
69	Cc1ccc(CNC(=O)[C@@H](Cc2ccccc2)NC(=O)[C@H]2O[C@@H](n3ccc(N)nc3=O)[C@H](O)[C@@H]2O)o1	-7
70	COc1ccccc1S(=O)(=O)N[C@@H]1CC[C@@H](CCn2cc(C3CC3)nn2)O[C@@H]1CO	-8
71	O=C(NCc1cccc(C(F)(F)F)c1)c1ccc2nc([C@H]3C[C@H](O)[C@@H](CO)O3)[nH]c2c1	-6
72	CC(=O)Nc1ccc(C(=O)N2CCCCC2c2cc(C(=O)NCc3ccccc3)no2)cc1 (centres undefined)	-5
73	CCCS(=O)(=O)NC(=O)C1(C)CCN(C(=O)c2c(F)cccc2F)C1 (centres undefined)	-5
74	CCCc1nc2ccc(C)cn2c1Cc1ccccc1C(F)(F)F	-9
75	COc1cccc(C(NC(C)=O)c2nc(-c3cccnc3)cs2)c1 (centres undefined)	-3
76	CC(C)CCNC(=O)[C@@H](Cc1ccccc1)NC(=O)CC[C@H]1O[C@@H](n2ccc(=O)[nH]c2=O)[C@H](O)[C@@H]1O	-1
77	COC(=O)c1cc(=O)nc(NNC(C)=O)s1	-8
78	O=C(C[C@@H]1CC[C@@H]2[C@H](COC[C@H](O)CN2C(=O)Nc2ccc(F)cc2)O1)NCCc1ccncc1	-2
79	CCCN1CCCCC(NC(=O)c2ccc(-c3ccccc3)cc2)C1=O (centres undefined)	0
80	O=c1cc(CN(Cc2ccccc2)Cc2ccccc2)c2c(ccc3ccccc32)o1	-5

Three structures from above, ordered by length of the SMILES, falling.
entry	compound	GalR3 antag
62	O=C(/C=C/[C@H]1O[C@@H](n2cnc3c(NC(=O)c4ccccc4)ncnc32)[C@H](O)[C@@H]1O)NCCCN1CCCC1=O	-5
73	CCCS(=O)(=O)NC(=O)C1(C)CCN(C(=O)c2c(F)cccc2F)C1 (centres undefined)	-5
65	Cc1c(C(=O)NCc2ccc(F)cc2)sc(=O)n1Cc1ccccc1	-1

Next records.
entry	compound	GalR3 antag
81	COC(=O)Cn1c(C(=O)N2CCCC2)cc2c1C[C@H]1CN(C(=O)c3ccccc3)[C@@](Cc3ccc(OC)cc3)(C(=O)OC)[C@@H]21	-5
82	COc1ccc(C2=Nc3ccccc3NC(=O)C2N(Cc2ccccc2)C(=O)C2=NNC(=O)CC2)cc1 (centres undefined)	-6
83	O=S1(=O)N[C@H](Cc2ccccc2)COc2cc(Br)ccc21	-1
84	COC(=O)[C@@]12C[C@@H](CC(=O)NCc3cccs3)C(=O)N(Cc3cccc4ccccc34)C1=CCC(C)(C)C2	-8
85	Cc1cc(C)c(O)c(C(=O)CC2CC(=O)NC(=O)C2)c1	-1
86	O=C(/C=C/[C@H]1O[C@@H](n2cnc3c(NC(=O)c4ccccc4)ncnc32)[C@H](O)[C@@H]1O)NCc1ccc2c(c1)OCO2	-4
87	CCCCCCN1CCN(C2CN(Cc3cn(Cc4cc(C)cc(C)c4)nn3)S(=O)(=O)C2)CC1 (centres undefined)	-8
88	CC(NC(=O)C1CCN(Cc2ccc(Oc3ccccc3)cc2)CC1)c1cccc2ccccc12 (centres undefined)	-6
89	O=C(N[C@@H](Cc1cccnc1)C(=O)N1CCC[C@H]1C(=O)NCCc1ccccc1Cl)c1ccccc1	-4
90	CC(C)C(N)c1csc(Nc2ccc(C(=O)N(C)Cc3ccccc3)cn2)n1 (centres undefined)	-6
91	COc1cccc(CNc2nc3cc(-c4ccc(F)cc4)sc3c(=O)n2C)c1OC	-6
92	CC(O)(c1cccnc1)c1nc(-c2cccc3cccnc23)cs1 (centres undefined)	-4
93	CSc1ccccc1NC(=O)C1(C)CCN1C(=O)Cc1ccc(Cl)cc1Cl (centres undefined)	-4
94	O=C(N[C@H](Cc1ccccc1)C(=O)NCc1ccccn1)[C@H]1O[C@@H](n2ccc(=O)[nH]c2=O)[C@H](O)[C@@H]1O	-5
95	O=C1NC[C@@H](CCCCN2C[C@H](Cc3ccccc3)N(Cc3ccccc3)C(=O)C2=O)N(CC2CCCCC2)C1=O	0
96	Cc1ccc(F)c(S(=O)(=O)NC(=O)C2(C)CCN2C(=O)c2ccco2)c1 (centres undefined)	-6
97	NC(CCc1ccccc1)c1csc(Nc2ccc(C(=O)NCCCO)cn2)n1 (centres undefined)	-7
98	FC(F)(F)c1ccccc1Cc1c(-c2ccccc2)nc2ccc(Cl)cn12	-8
99	CCOC(=O)[C@]12CCC=C1N(Cc1ccco1)C(=O)[C@H](CC(=O)NCc1ccccc1)C2	-6
100	Cc1c(C(=O)NCc2ccc(C(F)(F)F)cc2)sc(=O)n1Cc1cccc(F)c1	-3
101	O=C(/C=C(\Nc1cccc(C(F)(F)F)c1)c1ccccc1)c1ccccc1	-4
102	CC1(C(=O)NS(=O)(=O)C2CC2)CCCN(C(=O)c2ccco2)C1 (centres undefined)	-3
103	Cc1ccc(S(=O)(=O)N2CCCc3nc(-c4ccccc4)ccc32)cc1	-6
104	CC1(c2nnnn2Cc2ccccc2)CCC(=O)N1CCCN1CCOCC1 (centres undefined)	-2
105	COc1cccc(-c2cnc3c(NC=O)cc(-c4ccc(O)c(OC)c4)cn23)c1	-5
106	COc1ccc(C(C(=O)Nc2ccc3c(c2)OCCO3)n2c(=O)c(-c3cc4ccccc4[nH]3)nc3ccccc32)cc1 (centres undefined)	-7
107	CC(C)c1ccc(NC(=O)Nc2nc(C(N)CCc3ccccc3)cs2)cc1 (centres undefined)	-7
